Compound activity as filed in PubChem.
GPR35 arrestin U2OS: GPR35 antagonists blocking zaprinast-driven arrestin recruitment, primary screen, imaging, U2OS, beta-arrestin-GFP, zaprinast agonist (AID 2058); inhibition, % at 10 µM; hits with a dose series show IC50 in µM; actives 0.052% (n = 290,000); U2OS GPR35 beta-arrestin-GFP translocation imaging, zaprinast antagonism; higher % means a stronger effect;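 active means inhibition of at least 50% with at least 30 cells and total cytoplasm GFP at most 10,000,000; inconclusive means under 30 cells or total GFP of 10,000,000 plus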
MgcRacGAP inhibition: MgcRacGAP GTPase-activating activity inhibitors, confirmation, biochemical, ADP Hunter fluorescence; MgcRacGAP-stimulated Rac1 GTP hydrolysis, ADP Hunter fluorescence; higher % means a stronger effect; GST-tagged Rac1 F28L mutant substrate; inhibition, % at 30 µM; hits with a dose series show IC50 in µM; actives 0.6% (n = 340,000);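 active means first-screen hits whose inhibition reached a set limit at any dose in the follow-up dose series; inconclusive means inhibition above the set first-screen limit but never retested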;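 further: fluorescence reports GDP produced by GAP-driven GTP hydrolysis; strong numbers were not always called active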
GPR55 antagonists: inhibition of LPI-stimulated GPR55 beta-arrestin translocation – imaging, U2OS, beta-arrestin-GFP, LPI agonist, primary screen (AID 2013). actives 0.13% (n = 290,000). inhibition, % at 10 µM, or IC50 in µM where a hit was titrated. U2OS GPR55 beta-arrestin-GFP translocation imaging, LPI antagonism; higher % means a stronger effect;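 active means spots per cell inhibited over 60%, with over 100 cells counted and total cytoplasm intensity under 500,000; inconclusive means wells with under 100 cells, flagged as likely toxic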;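 further: U2OS cells stably carrying GPR55 and arrestin-GFP stimulated by 5 µM LPI near EC80; imaged beta-arrestin-GFP aggregate spots per cell after agonist stimulation; plate controls were LPI-stimulated DMSO wells for no effect and DMSO wells without LPI for full effect; some results filed as inactive read as strong as hits; confirmed hits need IC50 under 10 µM and bright autofluorescent wells are also inconclusive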
Large T inhibition: SV40 large T antigen inhibitors, biochemical (AID 1903) | SV40 large T antigen ATPase/helicase inhibition assay; higher % means a stronger effect | one-dose inhibition, % at 20 µM; IC50 in µM for titrated hits | actives 0.39% (n = 310,000); in the data active means a potency from the dose series; inconclusive means inhibition mostly from about 32% at the one dose, without a potency; inactive means the rest, 99 in 100 with inhibition below about 32%; further: strong numbers were not always called active
Salmonella PhoP GFP: PhoP-dependent GFP reporter repression – Salmonella Typhimurium, primary screen (AID 1863). S. Typhimurium PhoP-regulated promoter GFP reporter, 4 h; higher % means a stronger effect. inhibition, % at 50 µM, or IC50 in µM where a hit was titrated. actives 0.16% (n = 300,000);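 active means inhibition over 29.93%, a cutoff 3 SD above the screen mean, later confirmed by dose response; inconclusive means inhibition over 29.93% but no dose response follow-up; inactive means inhibition at most 29.93% or unconfirmed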;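 further: 0% = low Mg2+ inducing control and 100% = high Mg2+ repressing control; strong numbers were not always called active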
UTI89 phage lysis: protection from phage-mediated lysis, alamar blue read-out – E. coli UTI89, K1F phage, bacterial capsule biogenesis inhibitors (AID 488966); E. coli UTI89 K1F phage lysis, alamar blue, 2 h; higher % means a stronger effect; one-dose inhibition, % at 100 µM; IC50 in µM for titrated hits; actives 0.02% (n = 340,000);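 active means phage lysis inhibition, versus mean bacterial control, above a set limit; inconclusive means no clear call, values can overlap the other calls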;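 further: capsule biogenesis inhibitors block K1F phage lysis so surviving cells raise fluorescence; higher fluorescence means more inhibition of phage lysis; actives were called in the ten point dose series up to 300 µM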
NS5 inhibitors: flavivirus cap methylation enzyme inhibition – biochemical, confirmation dose response, primary screen (AID 588689). Dengue-2 NS5 methyltransferase capping enzyme assay, biochemical; higher % means a stronger effect. inhibition, % at 25 µM; hits with a dose series show IC50 in µM. actives 0.3% (n = 340,000); in the data active means a potency from the dose series; inconclusive means inhibition above about 29% without an active follow-up result
RSV CPE inhibition: inhibition of RSV-induced cytopathic effect – HEp-2 cells, primary 10 µM value included (AID 2391); CPE inhibition, % at 10 µM; hits with a dose series show IC50 in µM; actives 0.13% (n = 310,000); HEp-2 cells, RSV-induced CPE inhibition; higher % means a stronger effect; in the data active means a potency from the dose series; inconclusive means CPE inhibition mostly from about 23% at the one dose, without a potency; inactive means the rest, 99 in 100 with CPE inhibition below about 21%; further: strong numbers were not always called active
HIV fusion peptide: inhibitors of HIV fusion peptide binding, primary screen, biochemical, uHTS, fluorescence dequenching (AID 1986) | cell-free peptide binding, fluorescence dequenching, 30 min; higher % means a stronger effect | inhibition, % at 20 µM; hits with a dose series show IC50 in µM | actives 0.3% (n = 290,000); in the data active means inhibition mostly above about 52%, no sharp cut-off; inactive means mostly below about 76%; further: some results filed as inactive read as strong as hits
* marks the source's active call; other numbers are inactive results; i = inactive; ? = inconclusive; nt = no result given; [ ] = another dose, or the depositor's remark. Outcome played no part in choosing rows; about 1.5% have a hit in one of these screens.

SMILES | GPR35 arrestin U2OS | MgcRacGAP inhibition | GPR55 antagonists | Large T inhibition | Salmonella PhoP GFP | UTI89 phage lysis | NS5 inhibitors | RSV CPE inhibition | HIV fusion peptide
Cc1nn(C)c(C)c1NC(=O)CCCSc1nc(-c2ccco2)cc(C(F)(F)F)n1 | 8% | 10% | -25% | 1% | 0% | -0.1% | -1% | -1.5% | 5.2%
CCOC(=O)C1(Cc2cccc(OC)c2)CCN(Cc2cc(OC)ccc2OC)CC1 | -12% | 8% | 28% | 13% | -3% | 2.9% | nt | -1.3% | -0.5%
C=CCc1cc(Cl)ccc1OCCOCCNCCOC | 10% | 17% | -2% | -2% | 5% | 0.1% | -3% | -1.3% | -0.2%
O=c1c2ccccc2nc2n1C(CBr)CS2 (centres undefined) | -11% | 26% | 6% | 22% | 1% | 1.2% | -6% | 0.0% | 1.9%
CN(C1CCS(=O)(=O)C1)S(=O)(=O)c1ccccc1[N+](=O)[O-] (centres undefined) | -1% | 11% | 2% | 12% | -3% | 0.4% | -8% | 0.4% | 2.9%
CCC(C)(C)n1nnnc1CN1CCC(NC(=O)c2ccc(Br)cc2)CC1 | 12% | 11% | 1% | 4% | -1% | 0.0% | nt | 20% | -2.0%
COc1ccc([N+](=O)[O-])cc1NC(=S)Nc1ccccc1 | 14% | 12% | 7% | 18% | 25% | 2.2% | 4% | 0.1% | 2.6%
CCOC(=O)C1CCCN(C2=NC(=O)/C(=C/c3ccc(O)c(OCC)c3)S2)C1 (centres undefined) | 10% | 26µM* | 5% | 31% | 12% | -0.6%[50 µM] | -46% | 1.5% | 5.1%
CC(C)(C)C(=O)Nc1ccc(C(=O)N/N=C/c2ccccc2OC(=O)c2ccc(Cl)cc2Cl)cc1 | 3% | 10% | 11% | -6% | -6% | 0.7% | 1% | 1.2% | -5.4%
N#C/C(=C\c1ccc(Sc2ccc(Cl)cc2)o1)c1nc2ccccc2[nH]1 | -10% | 7% | -3% | -8% | -3% | 4.0% | 15% | 13% | 7.2%
O=C(COC(=O)CCC(=O)c1cccs1)NCc1ccco1 | -11% | 8% | 1% | 24% | -9% | 2.4% | 3% | nt | 17%
O=C(Nc1ccccc1C(=O)O)c1cccc(C(=O)Nc2ccccc2C(=O)O)c1 | 1% | ? | 16% | 9% | 5% | 0.0% | 55µM* | 0.4% | 34%
CN(CCc1ccccn1)C(=O)CCC1CCCN(Cc2ccccc2OC(F)F)C1 (centres undefined) | -1% | 3% | 4% | 4% | -6% | 0.3% | 1% | -2.3% | 0.5%
Clc1ccc(OCCOCCNCc2ccccc2)cc1Cl | 8% | 149µM* | 0% | 1% | 1% | 6.3% | -6% | -1.8% | 0.2%
COc1ccc([C@@H]2CC=C(C(=O)O)[C@H](c3cccc(Cl)c3)N2S(=O)(=O)c2ccc(Cl)cc2)cc1 | nt | 7% | nt | 27% | 0% | -0.5% | 16% | 8.0% | nt
CC(=O)c1sc(N2CCOCC2)nc1-c1ccccc1 | 5% | 0% | 1% | 12% | -2% | 0.3% | -8% | -0.5% | 0.5%
S=c1[nH]c2ccc3ccccc3c2[nH]1 | -4% | 5% | 15% | 8% | 9% | 0.5% | 2% | 7.0% | 0.2%
O=C(Nc1ccc([N+](=O)[O-])cc1)OCCc1ccccn1 | 4% | 4% | -4% | 7% | -5% | 0.4% | 3% | 0.4% | -0.5%
CCOC(=O)N1CCC(NCCNC(=O)c2ccc(Cl)cc2)CC1 | 10% | 9% | -4% | -4% | 3% | 0.1% | 2% | 0.8% | -1.1%
Cc1cc(O)cc(C)c1Cl | nt | 12% | nt | 8% | 9% | -3.6% | -4% | -0.4% | nt
Cc1ccc(N2C(=O)C3NN=C(C(=O)OCc4ccccc4)C3C2=O)c(C)c1 (centres undefined) | -24% | 10% | -8% | 10% | -3% | 1.3%[50 µM] | 2% | 0.6% | 0.1%
COc1ccc(N2CCN(CCCNC(=O)c3cc4sccc4n3C)CC2)cc1 | 6% | 17% | 5% | 32% | 4% | 9.9% | 1% | -0.9% | -1.0%
O=C(CSc1nnc(SCc2ccccc2)s1)N/N=C/c1c[nH]c2ccccc12 | -1% | 1% | 9% | 1% | -7% | 0.1% | -1% | nt | -1.8%
COc1cc(C2CC(=O)Oc3c2c(=O)n(C)c2ccccc32)cc(OC)c1OC (centres undefined) | 2% | 3% | 4% | 5% | -2% | -1.9% | 6% | 1.5% | 0.6%
CSc1ccccc1Sc1cc(C(=O)O)c2ccccc2n1 | 7% | 6% | 7% | -11% | 10% | i | -2% | 1.9% | 8.3%
COc1ccc(NC(=O)CCn2cccc2)cc1 | 8% | 0% | 16% | 1% | 1% | 0.9% | -13% | -0.2% | 2.2%
Cc1cc2c(cc1C)NC1(C(=O)Nc3ccccc31)C1=C(CC(C)(C)CC1=O)N2 (centres undefined) | 2% | 10% | -3% | 15% | -10% | 0.1% | nt | 1.4% | 0.8%
CCn1cc(C(=O)NCCO)c(=O)c2cc(F)c(N3CCN(C)CC3)cc21 | 10% | 10% | 16% | 15% | 22µM* | 0.9% | -1% | 1.4% | -0.6%
CSc1nnc(-c2sc3cc(Cl)ccc3c2Cl)n1C | -2% | 5% | 7% | -2% | 1% | 0.3% | -9% | 14% | -3.0%
Cc1onc(-c2ccccc2)c1C(=O)NCc1ccccn1 | 5% | 4% | 12% | -1% | -9% | 0.2% | -4% | 0.2% | -2.3%
COc1ccc(C2CC(c3ccccc3OC(C)=O)=NN2C(=O)/C=C/c2ccccc2)cc1 (centres undefined) | -2% | 9% | 9% | 3% | 4% | 4.4% | -6% | 3.7% | 1.7%
CC(=O)c1c(C)nn(C(=O)N2CCOCC2)c1C | 3% | 13% | 0% | nt | nt | 0.2% | 2% | 2.9% | -2.1%
CN(C)c1nc(Oc2ccc(OCCOc3ccccc3)nn2)nc(N(C)C)n1 | 6% | 1% | -2% | -1% | 6% | -0.5% | -10% | 5.0% | 1.0%
COc1ccc(CCNC(=O)c2ccc3c(c2)NC(=O)C(N2CCOCC2)S3)cc1OC (centres undefined) | 10% | 13% | 18% | 8% | -13% | -0.1% | -2% | 0.7% | -2.7%
Cc1cccc(NC(=O)C2CCCN2C(=O)Oc2ccccc2)c1 (centres undefined) | 2% | 5% | -6% | 8% | -10% | 0.6% | -2% | 1.0% | -0.9%
CCOC(=O)C(Cc1ccccc1)C(=O)NCc1cccnc1 (centres undefined) | 12% | 5% | -11% | 6% | -2% | 0.7% | -2% | 1.3% | 3.0%
O=C(NCCO)c1cccc(Nc2nc(-c3ccccc3)c3cc(Cl)ccc3n2)c1 | -4% | 0% | 2% | 4% | -6% | 1.0% | -3% | 0.6% | -2.4%
Cc1cc(=O)[nH]c2ccc(S(=O)(=O)NC3CCCCC3)cc12 | -7% | 2% | -4% | 2% | -1% | -0.1% | -1% | 0.1% | -0.5%
Nc1c(C(=O)CCC(=O)O)oc2ccc(Cl)cc12 | 8% | 11% | 0% | 15% | -3% | -0.3% | 1% | 2.5% | 2.7%
CCc1ccccc1NC(=O)CSc1nnc([C@H](CCSC)NC(=O)OC(C)(C)C)o1 | -1% | 3% | -9% | 6% | 0% | 14% | 1% | 0.4% | 0.0%
CCOC(=O)C1CCN(S(=O)(=O)c2ccc(OCC)cc2)CC1 | -10% | 10% | 6% | -6% | -1% | 0.6% | -4% | 2.8% | -2.4%
O=c1[nH]c2ccccc2c(O)c1-c1ccccc1[N+](=O)[O-] | 12% | 6% | -10% | 13% | -2% | 0.5% | -7% | -0.5% | 1.1%
O=C(c1ccc(S(=O)(=O)N2CCCC2)cc1)N1CCC(CN2C(=O)c3cccc4cccc(c34)C2=O)CC1 | -6% | -2% | -9% | 14% | 3% | 0.1% | -3% | 21% | -1.6%
O=C(COC(=O)c1ccc[nH]c1=O)NC1CCCC1 | 17% | 11% | -6% | 2% | -12% | 0.2% | -8% | 1.1% | 2.0%
COc1ccc(N2C(=O)/C(=C\c3ccco3)N=C2SCC(=O)N(C(C)C)C(C)C)cc1Cl | -4% | 5% | 4% | -42% | 13% | 1.2%[50 µM] | 1% | 7.8% | 26%
CNC(=O)c1cc2c(s1)-c1ccccc1CC2 | -2% | 11% | 2% | 1% | 3% | 0.2% | -14% | 13% | 0.6%
C#CCSc1nc2ccccc2n1C(=O)c1ccc(S(=O)(=O)N2CCCCC2)cc1 | -8% | 9% | 3% | 4% | 10% | 0.4% | -6% | 0.4% | 0.2%
Cc1ccc(CNC(=O)c2cc(-c3ccccc3)nn2Cc2cc(C)no2)cc1 | nt | -2% | nt | 13% | nt | -1.4% | -10% | 1.4% | nt
Cc1nc2ccccc2c(=O)n1/N=C/c1ccccc1OC(F)F | 2% | nt | 7% | 13% | 4% | 0.2% | 1% | 9.8% | -1.7%
COc1cc(/C=N/NC(=S)NCc2ccccc2)ccc1OCC#N | -2% | 8% | 4% | 14% | 1% | 2.4% | -2% | 1.2% | -0.7%
Cc1ccccc1C(=O)NNC(=O)c1ccc(F)cc1 | -2% | 0% | -5% | 4% | 0% | 0.0% | -4% | 2.3% | 0.4%
CCN1CCN(c2ccc(S(=O)(=O)N3CCCCC3)cc2NC(=O)CC(C)c2ccccc2)CC1 (centres undefined) | nt | 10% | nt | 12% | -6% | 1.1%[50 µM] | 0% | -2.5% | nt
O=C(Cc1ccc(S(=O)(=O)N2CCOCC2)s1)NC1CCCCC1 | nt | 4% | nt | nt | nt | 0.3%[50 µM] | -4% | 3.8% | nt
CCC1CCCCN1Cc1nc(Cc2ccccc2Cl)no1 (centres undefined) | -3% | 9% | 2% | 16% | -6% | 0.1% | -6% | 0.3% | 0.7%
